# CR mimetic SO: reduction of superoxide in aged yeast, primary screen, HTS; superoxide response (% of plate mean), % at 10 µM; 330,000 compounds, 0.18% hits; S. cerevisiae aged cells, superoxide DHE fluorescence; hits give low values;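 active = superoxide response under a set limit, about three screen SD below normal, cut at about 65% in these data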;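 also: yeast aged for seven days with compound at 30 °C before DHE staining; 100% = average MFI of all compound-treated wells on the plate with controls excluded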
# MCL1 BIM primary: inhibitors of MCL1 binding to BIM-BH3, primary screen, biochemical, fluorescence polarization; Induced myeloid leukemia cell differentiation protein Mcl-1 (Homo sapiens), Q07820; GST-MCL1 / FITC-Bim-BH3 fluorescence polarization; inhibition, % at 10.9 µM; 320,000 compounds, 0.68% hits; AID 2057, 2009;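 active = inhibition above the mean inhibition of all tested compounds plus 3 SD, set per campaign, cut at about 40% in these data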;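 also: 0% = DMSO wells and 100% = unlabeled Bim-BH3 peptide control; higher means more loss of mP so more displacement of Bim peptide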
# CIT2 TOR yeast: modulators of CIT2-GFP expression in yeast, primary screen, S. cerevisiae, GFP fusion, multiplex flow cytometry, MLPCN library; S. cerevisiae CIT2-GFP strain, 3 h; 100 means same as DMSO wells; GFP response vs DMSO, % at 10 µM; 320,000 compounds, 0.065% hits; AID 2029, 2009;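 active = GFP response relative to DMSO above a set limit, near the screen mean plus 3 SD, cut at about 150% in these data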;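 also: ratio of well median GFP fluorescence to mean of DMSO wells on the plate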
# Bcl-xL primary: inhibitors of human Bcl-xL, primary screen, biochemical, fluorescence polarization, HTS. inhibition, % at 10.9 µM. GST-Bcl-xL / FITC-Bim BH3 peptide fluorescence polarization. 320,000 compounds, 0.7% hits. Bcl-2-like protein 1 (Homo sapiens), Q07817;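 active = inhibition above the mean of all tested compounds plus 3 SD, cutoff set per campaign, cut at about 30% in these data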;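 also: 0% = DMSO wells and 100% = unlabeled Bim-BH3 peptide competitor; inhibitors lower millipolarization by displacing the labeled peptide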
# MEX-5 binding: MEX-5 zinc finger RNA-binding disruptors – biochemical, C. elegans, fluorescence polarization, MLPCN library, primary screen; Zinc finger protein mex-5 (Caenorhabditis elegans), Q9XUB2; MEX-5/FITC-TCR2 RNA binding; hits give low values; 300,000 compounds, 0.38% hits; activity score (negative = inhibition of binding), % at 10 µM;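 active = inhibition past about -25% in most replicates, and total fluorescence under double the plate's negative control median, limit read from the data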;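 also: 0% = DMSO and -100% = 5 µM competing unlabeled TCR2 RNA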
# VLA-4 inh: inhibition in human VLA-4 binding assay, primary screen, VLA-4 allosteric modulator project, MLPCN library, flow cytometry, VLA-4 expressing cells. 330,000 compounds, 0.2% hits. inhibition, % (about 7 µM as worked out from the volumes in the protocol). ligand binding flow cytometry; in the data active = inhibition above about 50%
# Target sequence (P13612 whole entry, looked up): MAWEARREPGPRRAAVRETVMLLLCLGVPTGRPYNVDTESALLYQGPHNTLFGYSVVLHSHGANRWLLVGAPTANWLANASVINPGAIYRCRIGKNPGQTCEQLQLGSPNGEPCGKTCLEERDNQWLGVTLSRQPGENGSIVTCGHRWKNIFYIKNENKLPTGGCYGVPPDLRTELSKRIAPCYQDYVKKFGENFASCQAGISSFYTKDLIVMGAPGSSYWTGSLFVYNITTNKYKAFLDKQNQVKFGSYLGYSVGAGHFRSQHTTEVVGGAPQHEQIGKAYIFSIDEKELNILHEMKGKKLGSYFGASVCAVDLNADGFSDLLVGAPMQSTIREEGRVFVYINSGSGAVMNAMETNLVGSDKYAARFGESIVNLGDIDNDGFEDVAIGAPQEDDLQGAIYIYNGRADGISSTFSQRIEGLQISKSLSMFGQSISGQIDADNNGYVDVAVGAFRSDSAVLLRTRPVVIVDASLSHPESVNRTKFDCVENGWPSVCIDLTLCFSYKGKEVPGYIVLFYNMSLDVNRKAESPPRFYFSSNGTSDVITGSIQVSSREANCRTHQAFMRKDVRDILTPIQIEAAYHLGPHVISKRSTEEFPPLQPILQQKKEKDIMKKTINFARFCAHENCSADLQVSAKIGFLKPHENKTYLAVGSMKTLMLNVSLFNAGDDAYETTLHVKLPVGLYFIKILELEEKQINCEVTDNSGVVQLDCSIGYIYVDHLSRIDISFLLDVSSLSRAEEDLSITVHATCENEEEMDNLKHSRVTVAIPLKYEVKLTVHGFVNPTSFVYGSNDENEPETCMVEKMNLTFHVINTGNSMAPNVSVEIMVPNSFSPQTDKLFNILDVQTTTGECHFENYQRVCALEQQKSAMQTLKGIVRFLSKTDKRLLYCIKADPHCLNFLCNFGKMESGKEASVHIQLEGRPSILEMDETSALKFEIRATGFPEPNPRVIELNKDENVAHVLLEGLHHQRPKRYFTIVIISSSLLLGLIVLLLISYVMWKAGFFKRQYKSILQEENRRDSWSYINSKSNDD
# GRK2 inh: compounds blocking aptamer binding on GRK2 – biochemical, human GRK2, bead flow cytometry, HTS, primary screen | Beta-adrenergic receptor kinase 1 (Homo sapiens), P25098 | FAM-aptamer displacement from GRK2 | inhibition of aptamer binding, % at 10 µM | 330,000 compounds, 0.59% hits;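 active = inhibition of aptamer binding above 40%, roughly 3 SD of noise, on plates passing a quality check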;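 also: median bead fluorescence of bound FAM aptamer so fluorescent compounds give negative values; no value below 0 was filed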
# AGP1-GFP MLPCN: modulators of AGP1-GFP expression in yeast TOR pathway, primary screen, cell-based, multiplex flow cytometry, S. cerevisiae, MLPCN library; 3 h; GFP as percent of DMSO wells; GFP response vs DMSO, % at 10 µM; 320,000 compounds, 0.02% hits;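 active = GFP response relative to DMSO above a set limit, near screen average plus 3 SD, cut at about 150% in these data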;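 also: median GFP channel fluorescence of the gated AGP1 strain per well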
# GLD-1 RNA inh: GLD-1/TGE RNA complex disruptors, primary screen, biochemical, fluorescence polarization. Female germline-specific tumor suppressor gld-1 (Caenorhabditis elegans), Q17339. purified GLD-1 + fluorescein TGE RNA. inhibition, % at 5.96 µM. 320,000 compounds, 0.44% hits. AID 2280, 2010;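 active = percent inhibition above a per-plate cutoff, the plate mean of test compounds plus 3 SD, cut at about 30% in these data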;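 also: 0% = DMSO wells with GLD-1 and probe and 100% = wells lacking GLD-1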
# The depositor's hits bear a star; nt = no result given; & = joins results of further samples. Outcome played no part in choosing rows; overall some 2.1% were active at least once.
# Sample of the layout:
SMILES,CR mimetic SO,MCL1 BIM primary,CIT2 TOR yeast,Bcl-xL primary,MEX-5 binding,VLA-4 inh,GRK2 inh,AGP1-GFP MLPCN,GLD-1 RNA inh
CC1CC(C)(C)N(C(=O)CN2CCN(C)CC2)c2ccccc21 (centres undefined),93,-1,63,2,-0.9,7,0,121,4
CCC(Oc1ccccc1)C(=O)Nc1ccccn1 (centres undefined),106,6,99,2,-35*,5,1,99,1
COc1ccc(NC(=O)NCCCN2CCc3ccccc3C2)cc1,97,2,100,1,-3.0,10,0,102,4
COc1ccc(NC(=O)CCCc2ccccc2)c(OC)c1,100,5,93,5,-1.9,2,1,97,-1

# The list itself, from the first entry:
SMILES,CR mimetic SO,MCL1 BIM primary,CIT2 TOR yeast,Bcl-xL primary,MEX-5 binding,VLA-4 inh,GRK2 inh,AGP1-GFP MLPCN,GLD-1 RNA inh
CC1CC(C)(C)N(C(=O)CN2CCN(C)CC2)c2ccccc21 (centres undefined),93,-1,63,2,-0.9,7,0,121,4
CCC(Oc1ccccc1)C(=O)Nc1ccccn1 (centres undefined),106,6,99,2,-35*,5,1,99,1
COc1ccc(NC(=O)NCCCN2CCc3ccccc3C2)cc1,97,2,100,1,-3.0,10,0,102,4
COc1ccc(NC(=O)CCCc2ccccc2)c(OC)c1,100,5,93,5,-1.9,2,1,97,-1
COc1ccccc1N1CCN(C(c2cccs2)C(C)NC(=O)C(=O)N2CCCCC2)CC1 (centres undefined),114,6,98,6,-0.3,-3,3,97,-8
Cc1cc(C(=O)Nc2ccc(S(=O)(=O)N3CCCC3)cc2)no1,96,-1,99,-1,3.2,13,0,103,-3
Nc1ccc(S(=O)(=O)NC2(C(F)(F)F)NC(=O)N(c3ccccc3F)C2=O)cc1 (centres undefined),86,-7,111,2,0.9,0,1,102,7
CCOC(=O)C1CCN(C(=O)Nc2cccc(Cl)c2)CC1,107,-3,96,0,-5.2,0,0,100,-2
Cc1[nH]n(-c2ccccc2)c(=O)c1/C=C1\C=NN=C1c1ccccc1,105,-3,96,-2,2.4,4,0,109,4
COc1ccc2cc(Br)ccc2c1CC(=O)NC1CC(C)(C)NC(C)(C)C1,106,-13,107,-6,-4.5,29,4,122,4
Cc1cccnc1CCNCc1c(C(=O)N2C[C@@H](C)O[C@@H](C)C2)nc2ccc(Cl)cn12,91,1,96,1,0.7,-11,0,93,-1
O=C(NC1CCCN(Cc2ccc(Cl)cc2)C1)c1cccc(F)c1 (centres undefined),102,-3,109,5,-1.4,6,0,107,16
Fc1cccc(CCN2CCNC[C@H]2Cc2cccc3ccccc23)c1,91,7,91,5,2.5,36,0,86,-1
COc1ccc(CN2CCN(CCCc3ccccc3)C(CCO)C2)c(OC)c1 (centres undefined),97,12,95,4,0.2,-1,0,119,2
CCCNC(=O)c1cc(Cl)c(NC(=O)C2=CSCCO2)cc1OC,109,-6,101,1,2.5,12,1,103,1
CC(=O)Cn1c(N2CCC(Cc3ccccc3)CC2)nc2c1c(=O)[nH]c(=O)n2C,109,3,103,3,0.5,17,4,107,-6
COC(=O)c1ccc(Cl)c(NC(=O)CN(c2ccc(OC)c(OC)c2)S(C)(=O)=O)c1,91,-3,85,3,2.3,-1,1,117,2
CSc1ccccc1NC(=O)c1cc2ncc(Br)cn2n1,101,12,109,4,-2.1,3,10,100,-4
O=C(NCc1ccccc1)c1ccc2ccccc2n1,85,2,97,3,-1.2,4,0,94,1
CCN(CC)C(=O)CN1C(=O)c2cccc3cccc1c23,99,11,102,2,1.8,12,5,108,6

# The final 2 compounds of the section before open the next one.
SMILES,CR mimetic SO,MCL1 BIM primary,CIT2 TOR yeast,Bcl-xL primary,MEX-5 binding,VLA-4 inh,GRK2 inh,AGP1-GFP MLPCN,GLD-1 RNA inh
O=C(NCc1ccccc1)c1ccc2ccccc2n1,85,2,97,3,-1.2,4,0,94,1
CCN(CC)C(=O)CN1C(=O)c2cccc3cccc1c23,99,11,102,2,1.8,12,5,108,6
CCN(C(=O)c1ccccc1F)c1nc(-c2ccc(OC)cc2)cs1,103,7,95,4,1.8,2,4,84,-1
CC(C)(C)c1nnc(NC(=O)Nc2ccc(Cl)cc2)s1,110,9,114,6,-0.5,-3,0,113,3
COC(=O)C1=C(C)N(CC2CC2)C(=NCCN2CCOCC2)N[C@H]1c1ccccc1,108,-14,93,0,-3.6,11,1,93,-4
O=C(NCCc1ccccn1)c1nc(Cn2cc([N+](=O)[O-])cn2)no1,91,1,99,6,0.9,-1,3,94,1
O=C(NCCCn1ccnc1)c1cnn2c1NC(c1ccccc1)CC2C(F)(F)F (centres undefined),106,-3,100,4,2.7,10,4,97,0
Cc1ccc(-n2[nH]c(C)c(/C=N/NC(=O)c3cccc([N+](=O)[O-])c3)c2=O)cc1C,93,6,95,8,-0.7,6,0,98,-4
COc1ccc(C)cc1Nc1nc(-c2ccccc2O)nc2ccccc12,98,-2,106,1,-2.1,6,0,119,-1
O=C(COC(=O)CC1CC2CCC1C2)NC(=O)NC1CCCC1 (centres undefined),93,-3,84,3,1.0,2,6,89,5
CCOc1ccc(NC(=O)COC(=O)c2ncc(Cl)c(Cl)c2Cl)cc1,110,1,93,-1,1.3,4,0,95,3
O=C(O)c1cccc(Nc2ncnc3ccc(Br)cc23)c1,103,-2,87,4,1.1,-12,1,101,-4
Cc1ccc(NS(=O)(=O)c2c(F)cc(F)c(Cl)c2F)cc1S(=O)(=O)N1CCOCC1,106,nt,93,nt,nt,-9,0,99,3
CCN1CCN(C(=S)Nc2ccc(Cl)cc2)CC1,86,6,101,6,1.4,12,0,99,1
O=C(O)CCNC1CCCCC1,100,2,100,6,-0.1,3,2,100,-2
CC(=O)c1ccc(S(=O)(=O)N2CCN(c3ccccc3F)CC2)cc1,88,-2,109,2,0.4,-3,2,93,7
O=C(Nc1ccc(Cl)cc1)N[C@@H]1c2c(ccc3ccccc23)OC[C@@H]1CO,106,0,90,1,-2.6,12,0,nt,13
CCCN(CC(=O)Nc1ccc(F)c(F)c1F)C(=O)c1ccc2c(c1)NC(=O)CS2,89,nt,87,nt,nt,10,0,92,0
CN(Cc1ccccc1)S(=O)(=O)c1ccc(Cl)c(C(=O)NCCCN2CCOCC2)c1,76,3,106,4,-3.7,-6,6,111,0
CCOc1ccc(NC(=O)C(=O)NCCN2CCN(S(=O)(=O)c3ccccc3)CC2)cc1,77,8,113,4,-1.7,-13,0,101,5
N#Cc1cccc(NC(=S)Nc2ccccc2)c1,103,6,100,1,-0.1,0,0,96,10
CC(=O)c1ccccc1NC(=O)COC(=O)c1cc[n+]([O-])cc1,99,nt,102,nt,nt,-10,3,99,3

# 3 entries from above, sorted by the number in GRK2 inh, descending:
SMILES	MCL1 BIM primary	CIT2 TOR yeast	Bcl-xL primary	MEX-5 binding	VLA-4 inh	GRK2 inh	AGP1-GFP MLPCN	GLD-1 RNA inh
CC(=O)Cn1c(N2CCC(Cc3ccccc3)CC2)nc2c1c(=O)[nH]c(=O)n2C	3	103	3	0.5	17	4	107	-6
COc1ccccc1N1CCN(C(c2cccs2)C(C)NC(=O)C(=O)N2CCCCC2)CC1 (centres undefined)	6	98	6	-0.3	-3	3	97	-8
CCOc1ccc(NC(=O)C(=O)NCCN2CCN(S(=O)(=O)c3ccccc3)CC2)cc1	8	113	4	-1.7	-13	0	101	5

# More results follow:
SMILES,CR mimetic SO,MCL1 BIM primary,CIT2 TOR yeast,Bcl-xL primary,MEX-5 binding,VLA-4 inh,GRK2 inh,AGP1-GFP MLPCN,GLD-1 RNA inh
C#CCCC(=O)c1ccccc1/C=[N+](\[O-])c1ccccc1,98,-10,99,0,nt,23,3,85,-5
COc1ccc2c(c1OC)C(=O)OC2C1c2c(cc3c(c2OC)OCO3)CCN1C (centres undefined),95&110&110,14&-2&1,88&92&77,10&5&5,-1.5&1.0,-9&-11&0,2&1&2,90&96&82,4&10&2
CC(C)(C)n1cnc2cc(NCc3cccs3)ccc21,97,6,101,4,-0.1,-3,1,103,-6
COc1ccc(C(=O)N2CCC(C(=O)c3ccc(F)cc3)CC2)cc1,92,9,79,5,-1.3,-11,1,88,1
CCOc1ccc(N2C(=O)CC(Sc3nc4ccc(OCC)cc4s3)C2=O)cc1 (centres undefined),105,4,94,1,-1.3,8,0,99,-1
COc1ccccc1C1SCCN1S(C)(=O)=O (centres undefined),104,7,103,4,0.1,7,3,nt,-3
O=C(Nc1ccccc1O)/C(=C\c1ccccc1)NC(=O)c1ccccc1,111,5,96,3,0.0,13,0,88,4
CCOC(=O)c1sc(N)c(C(=O)OCC)c1C,94,2,94,1,0.5,-10,1,86,8
C#CCOCCOCCOCCNc1nc(N2CCN(C(=O)C([C@@H](C)CC)n3cc(C(N)COC(=O)C(F)(F)F)nn3)CC2)nc(N2CCN(C(=O)[C@H](Cc3cc4ccccc4[nH]3)n3cc(C(N)CO)nn3)CC2)n1 (some centres undefined),98,14,110,7,4.1,26,0,92,5
CC(=O)Oc1ccc2nc(-c3ccc(Br)o3)oc(=O)c2c1,107,1,99,-2,-1.0,21,0,93,0
CCOC(=O)c1ccc(NC(=O)CCNC(=O)c2ccc([N+](=O)[O-])cc2)cc1,122,-14,101,-3,-1.1,-8,0,102,-3
Cc1cccc(C)c1NC(=O)CSc1nnc(NC(=O)C2CC2)s1,95,8,108,2,-1.1,-4,0,102,2
COCCC(=O)Nc1ccc2c(c1)CN(C(=O)CCOC)CC2,95,3,84,1,2.9,11,2,90,6
COc1ccc(CC2(C)OC(c3ccc([N+](=O)[O-])cc3)=NN2C(C)=O)cc1 (centres undefined),107,0,79,2,1.6,-7,0,81,6
Nc1nc(-c2ccccc2)cc(-c2ccccc2O)n1,102,3,66,1,0.0,23,0,62,-1
CC(=O)c1ccc(S(=O)(=O)NCC2(N3CCOCC3)CCCCC2)cc1,86,-5,98,-5,nt,-4,2,104,-1
Nc1c(-c2ccccc2Cl)cnn1-c1cccc([N+](=O)[O-])c1,130,5,84,5,-1.0,4,0,100,6
COc1cc(C)nc(NC(=O)COc2ccc(Cl)cc2C)n1,97,2,91,1,1.3,-1,3,98,-2
CC1OC2(C)OC(=N)C1(C#N)C(C#N)(C#N)C2c1ccccc1 (centres undefined),79,87*,100,55*,-18,-9,1,69,66*
O=C(CCc1nnc(Cc2c[nH]c3ccccc23)o1)NCC1CC12CCCCC2 (centres undefined),110,-3,98,3,-0.2,0,0,100,-2
